Screening results deposited in PubChem BioAssay by National Center for Advancing Translational Sciences (NCATS).
TDP1 cell noCPT – qHTS for Inhibitors of human tyrosyl-DNA phosphodiesterase 1 (TDP1): qHTS in cells in absence of CPT; hit rate 15% among 420,000; DT40 Tdp1-/- hTDP1 cells, no CPT, ATP luminescence, 48 h; Potency, µM (top dose mostly 46.2 µM), inactives show at the highest dose activity change, negative = growth inhibition, hits mostly inhibitors; further: nearly all actives have a fitted effect of over 55% in size
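Chicken DT40 Tdp1-/- cells complemented with human TDP1, screened without camptothecin (DMSO vehicle only), 400 cells/well. Compounds pin-transferred, cells incubated at 37 °C for at least 48 hr. Growth read as ATP-dependent luminescence (CellTiter-Glo, 30 min at RT).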
GCN5L2 inh – GCN5L2 (KAT2A) acetyltransferase inhibition; Q92830; AID 504327; Potency, µM (series often up to 58.9 µM), without a hit: at the highest dose activity change, negative = inhibition, actives largely listed as inhibitors; hit rate 0.21% among 390,000; GCN5L2 HAT assay, ThioGlo1 CoA-SH fluorescence
Target sequence (Q92830 whole entry, looked up): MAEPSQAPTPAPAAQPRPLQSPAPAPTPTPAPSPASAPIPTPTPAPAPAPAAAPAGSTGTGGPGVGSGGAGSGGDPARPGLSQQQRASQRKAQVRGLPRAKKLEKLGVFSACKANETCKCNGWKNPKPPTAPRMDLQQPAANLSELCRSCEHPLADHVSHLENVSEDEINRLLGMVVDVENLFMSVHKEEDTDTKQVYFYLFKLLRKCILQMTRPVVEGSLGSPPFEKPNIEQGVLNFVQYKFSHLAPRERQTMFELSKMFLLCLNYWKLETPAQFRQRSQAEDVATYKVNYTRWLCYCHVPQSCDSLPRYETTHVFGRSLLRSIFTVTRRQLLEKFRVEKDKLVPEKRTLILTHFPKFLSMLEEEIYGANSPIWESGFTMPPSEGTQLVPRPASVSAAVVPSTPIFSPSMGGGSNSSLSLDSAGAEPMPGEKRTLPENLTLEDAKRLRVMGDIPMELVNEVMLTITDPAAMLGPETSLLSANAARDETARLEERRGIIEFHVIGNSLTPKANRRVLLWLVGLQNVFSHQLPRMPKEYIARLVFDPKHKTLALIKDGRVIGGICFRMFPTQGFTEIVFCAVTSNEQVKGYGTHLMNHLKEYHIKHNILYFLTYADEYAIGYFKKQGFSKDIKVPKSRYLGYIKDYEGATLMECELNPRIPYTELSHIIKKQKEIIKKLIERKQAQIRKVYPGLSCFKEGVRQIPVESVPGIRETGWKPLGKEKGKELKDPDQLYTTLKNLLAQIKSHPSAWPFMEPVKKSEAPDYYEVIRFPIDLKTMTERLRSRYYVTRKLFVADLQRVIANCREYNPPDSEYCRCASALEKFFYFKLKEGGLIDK
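Free CoA generated was detected with ThioGlo1 (50uM) fluorescence at Ex340nm/Em540nm, read immediately and after 20 min at room temperature. Enzyme, 20 nM in HEPES pH 7.5 buffer, saw compounds 15 min before adding 75uM H3(1-25) peptide and 70uM acetyl-CoA.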
DT40 TDP1 CPT – DT40-hTDP1 cell growth loss with CPT; AID 686979; hit rate 12% among 420,000; chicken DT40 Tdp1-/-;hTDP1 cells + 20 nM CPT, ATP luminescence, 48 h; Potency, µM (series often up to 46.2 µM), without a hit: at the top dose activity change, negative = growth inhibition, most hits filed as inhibitors; further: nearly all actives have a fitted effect of over 55% in size
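Chicken DT40 Tdp1-/- cells complemented with human TDP1, 400 cells/well, exposed to compounds plus 20 nM camptothecin for at least 48 h at 37 C; viability read as ATP content by CellTiter-Glo luminescence.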
The depositor's hits bear a star. The call rests on the fitted dose curve; in most records, active means well fitted curve in the direction sought with a large enough effect; inconclusive means small, poorly fitted or top-dose-only effect, or another doubt; inactive means no such curve, though single readings can be large; an effect the other way counts as inactive or inconclusive. On the % scale 0 is the no-effect control and ±100 the full control effect; potency means the concentration at half of the fitted maximal effect. An excerpt; rates above refer to the full screens.

N#Cc1cccc(NC(=O)N2CC[C@@]3(CCCN(C(=O)c4cccc(F)c4)C3)C2)c1 was read as TDP1 cell noCPT 20.6µM*, GCN5L2 inh -8.4% and DT40 TDP1 CPT -24.7%.
For Cc1onc(-c2ccccc2Cl)c1C(=O)Nc1ccc(S(=O)(=O)NCC2CCCO2)cc1 (centres undefined) the results were TDP1 cell noCPT -25.0%, GCN5L2 inh -1.2% and DT40 TDP1 CPT -8.5%.
`Nn1cnc2scc(-c3ccco3)c2c1=O` gave TDP1 cell noCPT inconclusive, GCN5L2 inh -2.7% and DT40 TDP1 CPT inconclusive.
`CCCC(=O)Nc1cccc(NC(=O)c2ccccc2Br)c1` gave TDP1 cell noCPT -5.3%, GCN5L2 inh 0.4% and DT40 TDP1 CPT inconclusive.
`COc1cc(S(=O)(=O)N(Cc2cccnc2)Cc2cccc(OC)c2OC)ccc1-n1cnnn1` gave TDP1 cell noCPT inconclusive, GCN5L2 inh -3.6% and DT40 TDP1 CPT 16.4µM*.
For Cc1ccc(C)c(NC(=O)CSc2c(C)n[nH]c2C)c1 the results were TDP1 cell noCPT 4.8%, GCN5L2 inh -4.0% and DT40 TDP1 CPT -0.2%.
For O=C(NNC(=O)c1ccccc1Br)c1ccc(Cl)cc1 the results were TDP1 cell noCPT -14.7%, GCN5L2 inh inconclusive and DT40 TDP1 CPT -21.0%.
COc1cc(C=Cc2nnc3c4ccccc4cnn23)cc(OC)c1OC was read as TDP1 cell noCPT 0.82µM* and DT40 TDP1 CPT 3.26µM*.
O=C(COc1ccccc1)Nc1cccc(-c2nc3ccccc3[nH]2)c1 was read as TDP1 cell noCPT 23.1µM*, GCN5L2 inh 0.7% and DT40 TDP1 CPT inconclusive.
For Cc1onc(-c2ccccc2)c1C(=O)Nc1cccc(C#N)c1 the results were TDP1 cell noCPT 1.0%, GCN5L2 inh 0.9% and DT40 TDP1 CPT 1.7%.
For CSc1cccc(NC(=O)Cn2ncn3c(cc4ccccc43)c2=O)c1 the results were TDP1 cell noCPT inconclusive, GCN5L2 inh -4.1% and DT40 TDP1 CPT -3.3%.
For CC1(C)OC2CC3C4CC(F)C5=CC(=O)CC[C@@]5(C)C4C(O)C[C@@]3(C)[C@]2(C(=O)CO)O1 (some centres undefined) the results were TDP1 cell noCPT -23.3%, GCN5L2 inh 6.6% and DT40 TDP1 CPT -17.9%.
`CCOC(=O)C1(CCCc2ccccc2)CCN(C(=O)CSC)CC1` gave TDP1 cell noCPT inconclusive, GCN5L2 inh 1.6% and DT40 TDP1 CPT -2.3%.
Screening COc1ccc(N2CCN(C(=O)c3cnc(SC)nc3C)CC2)cc1 returned TDP1 cell noCPT -13.0%, GCN5L2 inh -1.4% and DT40 TDP1 CPT -0.3%.
For Cc1cn([C@H]2C[C@H](O)[C@@H](CNC(=O)[C@H]3CCC(=O)N3)O2)c(=O)[nH]c1=O the results were TDP1 cell noCPT 1.5% and DT40 TDP1 CPT -11.6%.
`Cc1cccc(C(=O)OCC(=O)NCc2ccco2)c1` gave TDP1 cell noCPT -13.0%, GCN5L2 inh 0.0% and DT40 TDP1 CPT -12.2%.
For O=S(=O)(c1ccc(Br)cc1)N1CCC(c2nc3ccccc3[nH]2)CC1 the results were TDP1 cell noCPT 20.6µM*, GCN5L2 inh -5.9% and DT40 TDP1 CPT 18.4µM*.
Screening C=CCN1C(=O)c2ccc(C(=O)N(CCOC)c3c(N)n(CCCC)c(=O)[nH]c3=O)cc2C1=O returned TDP1 cell noCPT -1.9%, GCN5L2 inh 1.2% and DT40 TDP1 CPT 4.3%.
`COc1ccc(C(C)=O)cc1Cn1c(C)c(C(=O)NCCC#N)sc1=O` gave TDP1 cell noCPT inconclusive and DT40 TDP1 CPT 2.6%.
Cc1cc(C(F)F)n2nc(C(=O)Nc3sc4c(c3C#N)CCC(C)C4)nc2n1 (centres undefined) was read as TDP1 cell noCPT -12.5%, GCN5L2 inh 25.9% and DT40 TDP1 CPT -1.7%.
CN(C)S(=O)(=O)c1cccc(NC(=O)CN2C(=O)NC(Cc3ccccc3)C2=O)c1 (centres undefined) was read as TDP1 cell noCPT inconclusive, GCN5L2 inh -3.3% and DT40 TDP1 CPT -23.1%.
`CC1=C(C(=O)N(C(C)C)C(C)C)CC(CC(=O)NCC2CCCCC2)C(=O)N1Cc1ccc(C(C)(C)C)cc1` (centres undefined) gave TDP1 cell noCPT 18.7µM* and DT40 TDP1 CPT 18.7µM*.
Screening CCOC(=O)C1CCN(C(=O)c2ccccc2NC(=O)c2ccc(Cl)cc2)CC1 returned TDP1 cell noCPT 23.1µM*, GCN5L2 inh 3.9% and DT40 TDP1 CPT inconclusive.
Screening CC1CCCCN1C(=O)Cn1nnc(-c2cccnc2)n1 (centres undefined) returned TDP1 cell noCPT -7.2%, GCN5L2 inh 0.7% and DT40 TDP1 CPT 1.4%.
For CCOc1ccc(C(=O)Nc2ccc(S(=O)(=O)Nc3nc(C)cc(C)n3)cc2)cc1OC the results were TDP1 cell noCPT -20.1%, GCN5L2 inh -3.9% and DT40 TDP1 CPT -27.9%.
`Cc1ccc(C)c(NC(=O)CCc2c(C)nn(-c3ccc(N4CCCCC4)nn3)c2C)c1` gave TDP1 cell noCPT inconclusive, GCN5L2 inh -6.4% and DT40 TDP1 CPT inconclusive.
`CCOc1ccccc1NC(=O)/C=C/c1ccc(S(=O)(=O)N2CCOCC2)cc1` gave TDP1 cell noCPT inconclusive, GCN5L2 inh -1.3% and DT40 TDP1 CPT inconclusive.
CCCN(CC1CC1)C(=O)CSc1ncnc2sc(C)c(C)c12 was read as TDP1 cell noCPT inconclusive, GCN5L2 inh -1.1% and DT40 TDP1 CPT inconclusive.
For CC(C)(C)c1ccc(C2=CC(c3ccccc3)n3ncnc3N2)cc1 (centres undefined) the results were TDP1 cell noCPT inconclusive and DT40 TDP1 CPT -26.7%.
`O=S1(=O)CC(N2CCC(Cc3ccccc3)CC2)CN1CCc1ccccc1` (centres undefined) gave TDP1 cell noCPT 20.6µM* and DT40 TDP1 CPT inconclusive.
CCCCN(C)c1c(C)nc2ccc(C(=O)N(C)CCN(C)C)cn12 was read as TDP1 cell noCPT -1.9% and DT40 TDP1 CPT 0.8%.
For Cn1cnnc1SCC(=O)c1ccc2c(c1)OCO2 the results were TDP1 cell noCPT -6.5%, GCN5L2 inh -3.2% and DT40 TDP1 CPT 15.8%.
For CCOC(=O)CSc1[nH]c2cc(OC)ccc2c1[N+](=O)[O-] the results were TDP1 cell noCPT -26.8%, GCN5L2 inh -0.7% and DT40 TDP1 CPT -18.8%.
COc1ccc(CN2CCC(C)(Oc3cccc(F)c3)C2)c2ccccc12 (centres undefined) was read as TDP1 cell noCPT inconclusive and DT40 TDP1 CPT 23.1µM*.
CC(=O)C1=NOC(CNc2ncc(C(F)(F)F)cc2Cl)C1 (centres undefined) was read as TDP1 cell noCPT 3.1%, GCN5L2 inh 0.0% and DT40 TDP1 CPT -3.8%.
Screening Cc1cc2nn(-c3ccccc3)nc2cc1NC(=O)c1cccs1 returned TDP1 cell noCPT inconclusive, GCN5L2 inh -11.7% and DT40 TDP1 CPT inconclusive.
Screening CCN(CC)S(=O)(=O)c1cccc(C(=O)N[C@H](C(=O)Nc2nc3ccc(F)cc3s2)C(C)C)c1 returned TDP1 cell noCPT 14.6µM*, GCN5L2 inh -24.4% and DT40 TDP1 CPT 16.4µM*.
CC1CN(C(=O)CCC(=O)NCCCN2CCN(Cc3ccccc3)CC2)c2cc(Cl)ccc2O1 (centres undefined) was read as TDP1 cell noCPT inconclusive, GCN5L2 inh -2.1% and DT40 TDP1 CPT 20.6µM*.
COc1ccccc1-c1csc(C(O)c2ccc(F)c(F)c2)n1 (centres undefined) was read as TDP1 cell noCPT -32.3% and DT40 TDP1 CPT -25.8%.
For CC1CC(C)CN(C(=O)c2ccc(N3CC4CC(C3)c3cccc(=O)n3C4)c([N+](=O)[O-])c2)C1 (centres undefined) the results were TDP1 cell noCPT inconclusive, GCN5L2 inh -4.2% and DT40 TDP1 CPT -12.5%.

Of the compounds above, these have a nitro group on carbon:
For CCOC(=O)CSc1[nH]c2cc(OC)ccc2c1[N+](=O)[O-] the results were TDP1 cell noCPT -26.8%, GCN5L2 inh -0.7% and DT40 TDP1 CPT -18.8%.
For CC1CC(C)CN(C(=O)c2ccc(N3CC4CC(C3)c3cccc(=O)n3C4)c([N+](=O)[O-])c2)C1 (centres undefined) the results were TDP1 cell noCPT inconclusive, GCN5L2 inh -4.2% and DT40 TDP1 CPT -12.5%.

New compounds follow.
Cc1nc2c(C(=O)N3CCCCC3)cnn2c(C)c1Cc1ccccc1F was read as TDP1 cell noCPT 15.8µM*, GCN5L2 inh -4.8% and DT40 TDP1 CPT inconclusive.
CC(=O)c1ccccc1NC(=O)COC(=O)CCC1CCCC1 was read as TDP1 cell noCPT -3.8%, GCN5L2 inh -7.3% and DT40 TDP1 CPT -1.6%.
`CC(=O)Nc1cccc(NC(=O)CS(=O)(=O)c2cn(CC(=O)N(C(C)C)C(C)C)c3ccccc23)c1` gave TDP1 cell noCPT 14.1%, GCN5L2 inh inconclusive and DT40 TDP1 CPT 12.2%.
Screening CCOc1ccc(C(=O)Nc2cc(S(=O)(=O)Nc3ccccc3Cl)ccc2N2CCOCC2)cc1 returned TDP1 cell noCPT inconclusive, GCN5L2 inh -5.5% and DT40 TDP1 CPT inconclusive.
Screening CN1C(=O)C2(C(C#N)=C(N)Oc3n[nH]c(-c4ccc(Cl)cc4)c32)c2ccccc21 (centres undefined) returned TDP1 cell noCPT -23.7%, GCN5L2 inh -4.6% and DT40 TDP1 CPT -17.8%.
`COc1ccc(NC(=O)c2ccc([N+](=O)[O-])s2)c([N+](=O)[O-])c1` gave TDP1 cell noCPT -7.8%, GCN5L2 inh -9.7% and DT40 TDP1 CPT -27.1%.
`O=C(c1cccs1)N1CCN(S(=O)(=O)c2ccccc2)CC1` gave TDP1 cell noCPT 1.3%, GCN5L2 inh -1.3% and DT40 TDP1 CPT -15.1%.
`O=C1C2C3C=CC(CC3)C2C(=O)N1c1ccc([N+](=O)[O-])cc1` (centres undefined) gave TDP1 cell noCPT 6.3%, GCN5L2 inh -1.1% and DT40 TDP1 CPT 1.4%.
`CC(=O)Nc1cc(C(=O)N(C)Cc2ccccc2)ccc1S(=O)(=O)c1ccc(C)cc1` gave TDP1 cell noCPT -23.4%, GCN5L2 inh -8.6% and DT40 TDP1 CPT -1.2%.
Screening CN(C)/C=C/C(=O)c1ncc(C(F)(F)F)cc1Cl returned TDP1 cell noCPT 0.6%, GCN5L2 inh -5.6% and DT40 TDP1 CPT -12.3%.

Quoted at random: two entries already listed, in no set order.
CN(C)S(=O)(=O)c1cccc(NC(=O)CN2C(=O)NC(Cc3ccccc3)C2=O)c1 (centres undefined) was read as TDP1 cell noCPT inconclusive, GCN5L2 inh -3.3% and DT40 TDP1 CPT -23.1%.
Cc1nc2c(C(=O)N3CCCCC3)cnn2c(C)c1Cc1ccccc1F was read as TDP1 cell noCPT 15.8µM*, GCN5L2 inh -4.8% and DT40 TDP1 CPT inconclusive.

(continued)
For COc1ccc(S(=O)(=O)NCC(=O)N(CC(=O)NCc2ccco2)Cc2ccccc2)cc1 the results were TDP1 cell noCPT -26.9%, GCN5L2 inh -5.2% and DT40 TDP1 CPT 1.9%.
COc1ccc(-c2nc3n(n2)C(c2ccccc2Cl)C(C(N)=O)=C(C)N3)cc1 (centres undefined) was read as TDP1 cell noCPT 19.9%, GCN5L2 inh 1.8% and DT40 TDP1 CPT 8.7%.
`Cc1ccc(N2C(=O)C3CC3C2=O)cc1` (centres undefined) gave TDP1 cell noCPT 11.0%, GCN5L2 inh -0.8% and DT40 TDP1 CPT 1.3%.
For C=CCc1cccc(CNc2cnc3ccccc3c2)c1O the results were TDP1 cell noCPT 10.3µM*, GCN5L2 inh -2.7% and DT40 TDP1 CPT 6.51µM*.
Screening Cc1cc(C)c(NC(=O)Cn2nnc(C(=O)NCc3ccc4c(c3)OCO4)c2N)c(C)c1 returned TDP1 cell noCPT 19.4%, GCN5L2 inh -9.9% and DT40 TDP1 CPT -8.8%.
Screening Clc1cccc(N2CCN(CCCN3CCN(c4ccccc4)CC3)CC2)c1 returned TDP1 cell noCPT inconclusive and DT40 TDP1 CPT 25.9µM*.
Screening O=C(CCN1C(=O)C2C3C=CC(C3)C2C1=O)NCCc1ccccc1 (centres undefined) returned TDP1 cell noCPT 25.9µM*, GCN5L2 inh -27.2% and DT40 TDP1 CPT inconclusive.
For CC(CC(=O)N(C)c1c(N)n(Cc2ccccc2)c(=O)[nH]c1=O)c1ccccc1 (centres undefined) the results were TDP1 cell noCPT -4.5%, GCN5L2 inh -8.1% and DT40 TDP1 CPT -1.4%.
